H9c2 protect – modulators protecting cardiomyocytes from myocardial damage. AID 588492. H9c2 cardiomyocytes, H2O2 injury protection, ATPLite, 2 h. actives 0.63% (n = 360,000). protection from H2O2 cell death, % at 20 µM;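 active means compounds giving at least 50% protection of heart cells from peroxide-induced death in the single-dose screen, raw or plate-pattern-corrected value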;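 further: 0% = DMSO wells with peroxide and 100% = DMSO wells without peroxide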
MC4R antagonist – antagonists of human melanocortin 4 receptor (MC4R) | P32245 | MC4R-expressing cells, MTII-stimulated cAMP, LANCE TR-FRET | inhibition, % at 6.5 µM | actives 0.48% (n = 360,000) | AID 540295;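 active means inhibition above its plate's cutoff, the mean of tested wells on that plate plus 3 SD, cut at about 29% in these data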;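 further: 0% = Melanotan II alone and 100% = Melanotan II plus saturating MCL0020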
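Assay system: human MC4R-expressing U2OS cells; reagent: Melanotan II stimulation of cells; dosing: 6.5 µM single dose; timing: compound 30 min, challenge 1 h, detection 1 h; signal: TR-FRET cAMP assay; replicates: one well per compound, no replicates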
m5-HT2A agonist – agonists of mouse serotonin 5-HT2A receptor (HTR2A). activation, % at 7.6 µM. AID 624169. CHO-K1 mHTR2A beta-arrestin complementation, luminescence; percent of 30 µM serotonin response. P35363. actives 0.66% (n = 360,000);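 active means activation above a run cutoff, the mean activation of all tested compounds plus 3 SD, cut at about 14% in these data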;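 further: 0% = plate median of compound wells and 100% = 30 µM serotonin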
Target sequence (P35363 whole entry, looked up): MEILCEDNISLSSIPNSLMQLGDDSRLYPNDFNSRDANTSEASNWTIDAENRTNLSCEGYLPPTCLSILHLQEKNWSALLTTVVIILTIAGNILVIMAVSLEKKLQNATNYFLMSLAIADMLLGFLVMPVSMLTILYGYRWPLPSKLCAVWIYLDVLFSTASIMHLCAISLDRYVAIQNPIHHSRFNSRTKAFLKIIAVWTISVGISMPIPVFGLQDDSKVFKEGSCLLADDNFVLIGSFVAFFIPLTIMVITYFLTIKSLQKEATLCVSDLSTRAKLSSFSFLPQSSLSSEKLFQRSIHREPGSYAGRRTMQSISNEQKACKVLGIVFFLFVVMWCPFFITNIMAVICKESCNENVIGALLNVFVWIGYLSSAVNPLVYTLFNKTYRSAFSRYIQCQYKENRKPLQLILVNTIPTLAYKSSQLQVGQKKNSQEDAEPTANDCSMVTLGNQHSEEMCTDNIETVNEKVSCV
NCOA2 inhibitor – inhibits human steroid receptor coactivator 2 | Q15596 | HEK293 GAL4-SRC2 luciferase reporter, luminescence | inhibition, % at 9 µM | actives 0.17% (n = 370,000) | AID 651957;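 active means inhibition above the mean inhibition of all tested compounds plus 3 SD, set per campaign, cut at about 52% in these data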;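 further: 0% = DMSO treated cells and 100% = cells given Gossypol at 36 µM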
ABHD5 PLIN5 PPI – inhibitors of human ABHD5-perilipin-5 interaction | Split G. princeps luciferase complementation, luminescence, 4 h | actives 0.78% (n = 360,000) | Q00G26+Q8WTS1 | inhibition, % at 4 µM | AID 602281;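 active means inhibition above the mean inhibition across every tested compound plus 3 SD, cut at about 22% in these data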;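 further: 0% = DMSO only wells and the 100% control is not disclosed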
TLR9-MyD88 inh – TLR9-MyD88 interaction inhibition; Q9NR96+Q99836; CHO BLA complementation TLR9-MyD88, CCF4 FRET ratio; actives 0.21% (n = 340,000); inhibition, % at 4.98 µM;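 active means inhibition above the mean over all tested compounds plus 3 SD, cut at about 21% in these data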;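 further: 0% = DMSO only wells and 100% = clavulanate BLA inhibitor control wells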
NOD2-RIPK2 inh – inhibitors of human NOD2-RIPK2 interaction. inhibition, % at 4.98 µM. CHO BLA complementation NOD2-RIPK2, CCF4 ratio. O43353. actives 0.38% (n = 360,000); in the data active means inhibition above about 21%;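 further: 0% = vehicle only and 100% = reference blocker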
Target sequence (O43353 whole entry, looked up): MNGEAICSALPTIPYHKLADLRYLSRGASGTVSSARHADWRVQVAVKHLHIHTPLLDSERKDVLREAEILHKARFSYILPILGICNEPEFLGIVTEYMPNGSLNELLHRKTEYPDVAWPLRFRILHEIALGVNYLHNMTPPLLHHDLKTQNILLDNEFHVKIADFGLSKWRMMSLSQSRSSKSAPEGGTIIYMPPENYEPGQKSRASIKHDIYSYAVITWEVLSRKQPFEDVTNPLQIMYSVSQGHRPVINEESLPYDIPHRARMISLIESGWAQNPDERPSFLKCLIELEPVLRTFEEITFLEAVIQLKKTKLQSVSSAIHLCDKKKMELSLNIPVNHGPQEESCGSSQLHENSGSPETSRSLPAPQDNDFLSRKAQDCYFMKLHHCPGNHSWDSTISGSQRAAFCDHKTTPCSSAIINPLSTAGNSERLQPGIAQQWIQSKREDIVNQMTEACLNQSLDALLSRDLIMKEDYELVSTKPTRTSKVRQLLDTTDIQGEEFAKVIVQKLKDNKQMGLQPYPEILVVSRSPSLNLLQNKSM
Glyco luc inh – N-linked glycosylation inhibition; reporter increase, % at 12.5 µM; actives 0.23% (n = 360,000); AID 588692; D54 ERlucT glycosylation luciferase reporter, 24 h; percent of 100 nM tunicamycin response;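 active means mean luciferase reporter signal, scaled so untreated is 0 and the glycosylation-blocking control 100, at or above a set limit in every replicate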;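 further: luciferase carries N-glycosylation sites so blocking glycosylation raises the light; 0% = median of neutral control wells and 100% = median of 100 nM tunicamycin wells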
MC4R barr agon – activates human MC4R beta-arrestin recruitment. AID 540308. U2OS MC4R beta-arrestin complementation, luminescence; percent of melanotan II response, DMSO zero. activation, % at 8.9 µM. actives 0.98% (n = 360,000);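 active means activation above a per-plate cutoff, the mean activation of sample wells on that plate plus 3 SD, cut at about 8% in these data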
ABCB6 inh 2 – inhibitors of human ABC transporter ABCB6. Q9NP58. K562-ABCB6 porphyrin accumulation, flow cytometry, 1 h; hits give low values. fluorescence ratio to DMSO, % at 10 µM. actives 0.19% (n = 360,000);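 active means fluorescence ratio to DMSO below 75%, the collection mean minus 3 SD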;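 further: signal is porphyrin accumulated inside mitochondria; 100% equals median channel fluorescence of DMSO control wells; lower ratio means ABCB6 inhibition with less porphyrin fluorescence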
* marks the source's active call; other numbers are inactive results; . = no result given.

| entry | Structure | H9c2 protect | MC4R antagonist | m5-HT2A agonist | NCOA2 inhibitor | ABHD5 PLIN5 PPI | TLR9-MyD88 inh | NOD2-RIPK2 inh | Glyco luc inh | MC4R barr agon | ABCB6 inh 2 |
| --- | --- | --- | --- | --- | --- | --- | --- | --- | --- | --- | --- |
| 1 | CCN(CC)Cc1c[nH]c2ccccc12 | 10 | 5 | -2 | 0 | 6 | 3 | -4 | -2 | -1.2 | 99 |
| 2 | CC(=O)OC1(c2ccccc2)CCN(C)C2CCCCC21 (stereo unspecified) | 0 | 6 | 5 | -6 | -5 | 0 | 9 | -1 | -2.0 | 101 |
| 3 | COC(=O)C1=C(c2ccc(F)cc2OCc2ccccc2)C[C@@H]2CC[C@H]1N2C(=O)NCc1ccc(OC)c(OC)c1 | 11 | 14 | -12 | 4 | -2 | -5 | -2 | -5 | 0.5 | 100 |
| 4 | C[C@]12CCC(=O)C=C1CCC1C2CC[C@@]2(C)C1CC[C@@]2(O)CC#N (stereo partly specified) | 12 | 2 | -4 | . | -6 | -6 | -1 | -2 | 1.5 | 102 |
| 5 | COc1ccc(CCN(C)Cc2ccc(F)cc2F)cc1OC | 6 | -4 | 11 | -26 | 0 | -3 | 0 | 3 | 0.0 | 97 |
| 6 | Cc1ccsc1C(=O)C1CCCN(Cc2ccc(O)cc2)C1 (stereo unspecified) | -4 | 9 | 1 | -24 | -1 | 9 | -12 | -1 | -1.9 | 100 |
| 7 | C=CCCC1(C(C)C)C(=O)NC(=S)NC1=O | 0 | 0 | 0 | 12 | -3 | 1 | 8 | 1 | -1.6 | 90 |
| 8 | ClCCN(CCCl)c1ccc(-n2cnc3c(Cl)ncnc32)cc1 | 8 | 27 | 2 | 9 | 2 | -3 | 3 | 7 | -3.5 | 98 |
| 9 | CNC(=S)N(C)CCc1cc2c(c(OC)c1C=C1C(=O)NC(=O)NC1=O)OCO2 | 1 | 6 | -1 | -7 | 22 | 12 | -10 | 1 | -0.2 | 98 |
| 10 | CCOC(=O)C1CCN(/C=C2/C(=O)NC(=O)N(c3ccc(OCC)cc3)C2=O)CC1 | 2 | 5 | -1 | -20 | 19 | 0 | 2 | 0 | -0.1 | 96 |
| 11 | Nc1c2c(nc3sc4c(c13)CCCCC4)CCCC2 | -15 | 16 | -7 | -85 | -1 | 1 | -7 | -2 | -1.4 | 103 |
| 12 | CCC1C(c2ccccc2)NC(c2ccccc2)CC1(O)c1ccc(F)cc1 (stereo unspecified) | -7 | 8 | -2 | 3 | -3 | -3 | 4 | -8 | 0.0 | 89 |

Whole records, looked up by structure. Order of screens: H9c2 protect	MC4R antagonist	m5-HT2A agonist	NCOA2 inhibitor	ABHD5 PLIN5 PPI	TLR9-MyD88 inh	NOD2-RIPK2 inh	Glyco luc inh	MC4R barr agon	ABCB6 inh 2
`CCC1C(c2ccccc2)NC(c2ccccc2)CC1(O)c1ccc(F)cc1` (stereo unspecified) in the list: -7	8	-2	3	-3	-3	4	-8	0.0	89
`CCOC(=O)C1CCN(/C=C2/C(=O)NC(=O)N(c3ccc(OCC)cc3)C2=O)CC1` in the list: 2	5	-1	-20	19	0	2	0	-0.1	96

Further structures.
| entry | Structure | H9c2 protect | MC4R antagonist | m5-HT2A agonist | NCOA2 inhibitor | ABHD5 PLIN5 PPI | TLR9-MyD88 inh | NOD2-RIPK2 inh | Glyco luc inh | MC4R barr agon | ABCB6 inh 2 |
| --- | --- | --- | --- | --- | --- | --- | --- | --- | --- | --- | --- |
| 13 | COc1ccc([C@@H](O)[C@@H](N)c2ccccc2)cc1 | 2 | 1 | 0 | -54 | 1 | . | -6 | -1 | -1.2 | 97 |
| 14 | Cc1ccc(-c2cc(C(=O)N3CCC4(CC3)OCCO4)no2)cc1 | -8 | 2 | 1 | -21 | -3 | -2 | -5 | -2 | 1.7 | 82 |
| 15 | CC(CC(C#N)(c1ccccc1)c1ccccc1)N1CCCCC1 (stereo unspecified) | -3 | -3 | -6 | 2 | -4 | -2 | 1 | -6 | -2.9 | 90 |
| 16 | CC1=C2[C@@H]3OC(=O)[C@H](C)C3CC[C@@]2(C)C=CC1=O (stereo partly specified) | 0 | -2 | 13 | -9 | -8 | -6 | -6 | 3 | -1.5 | 85 |
| 17 | CCOc1ccc(-c2cc(C)[n+](CCN(CC)CC)c(-c3ccc(OCC)cc3)c2)cc1 | -14 | -5 | -2 | 4 | 4 | -5 | 9 | 15 | 0.7 | 108 |
| 18 | Cc1nn(Cc2ccc(Cl)cc2Cl)c(Cl)c1C(=O)Nc1ccc(OC(F)F)cc1 | -6 | 16 | -4 | -12 | 0 | 8 | -11 | -4 | 6.3 | 96 |
| 19 | COc1cc(C)c(-c2nc(CN3C[C@@H]4C[C@@H](C3)c3cccc(=O)n3C4)c(C)o2)cc1C | 8 | 3 | -2 | -26 | 7 | -5 | -6 | 2 | -0.2 | 96 |
| 20 | Oc1ccccc1-[n+]1c(-c2ccccc2)cc(-c2ccccc2)c(O)c1-c1ccccc1 | -24 | 11 | 0 | -4 | -3 | -7 | 7 | 6 | 2.5 | 105 |
| 21 | Nc1cc(N2CCNCC2)c([N+](=O)[O-])cc1Cl | 8 | -1 | -6 | -3 | 0 | -2 | 0 | 3 | -2.1 | 91 |
| 22 | CC(C(=O)Nc1ccc(Br)cc1C(=O)c1ccccc1)N1CCCCC1 (stereo unspecified) | -11 | 5 | -3 | 18 | -4 | -2 | -4 | -7 | 1.0 | 93 |
| 23 | CC(C)CCOC(=O)c1c(N)n(CC2CCCO2)c2nc3ccccc3nc12 (stereo unspecified) | 14 | 9 | 0 | 6 | -39 | -6 | 6 | 4 | 1.0 | 96 |
| 24 | CC12CCC(=O)C=C1CC(O)C1C2CCC2(C)C1CCC2(C)O (stereo unspecified) | -3 | 1 | 2 | -7 | -4 | 3 | -5 | 1 | -2.3 | 98 |

(more compounds)
| # | structure | H9c2 protect | MC4R antagonist | m5-HT2A agonist | NCOA2 inhibitor | ABHD5 PLIN5 PPI | TLR9-MyD88 inh | NOD2-RIPK2 inh | Glyco luc inh | MC4R barr agon | ABCB6 inh 2 |
| --- | --- | --- | --- | --- | --- | --- | --- | --- | --- | --- | --- |
| 25 | Cc1oc(-c2cccs2)nc1CSCC(=O)N1CCC2(CC1)OCCO2 | -5 | -1 | 0 | 11 | -4 | -3 | -9 | 2 | -1.5 | 90 |
| 26 | CN1C(=O)C(=Cc2ccccc2OCc2ccc(Cl)cc2)C(=O)N(C)C1=O | -2 | 7 | -2 | -4 | 1 | 10 | -3 | 1 | 0.3 | 88 |
| 27 | CC[C@H]1CC2CN3CCc4c([nH]c5cc(OC)ccc45)[C@](C(=O)OC)(C2)[C@H]13 | -2 | 9 | 4 | . | 5 | . | -17 | -4 | 7.0 | 104 |
| 28 | CC(=NCc1cccnc1)c1c(O)n(-c2ccccc2)c(=O)[nH]c1=O | 11 | 4 | -2 | 4 | -1 | -4 | -6 | 2 | -1.4 | 100 |
| 29 | O=C(O)[C@H]1NC[C@H]2C[C@H]21 | 4 | 0 | 7 | 15 | 0 | 3 | 3 | 2 | -1.7 | 102 |
| 30 | COC(=O)C1=C(c2ccc(-c3ccccc3)c(F)c2)C[C@@H]2CC[C@H]1N2C(=O)N1CCC(C)CC1 | -23 | 3 | -5 | 25 | -8 | -1 | -4 | -5 | -1.7 | 86 |
| 31 | Cn1c(O)c(/C=N/N2CCCCC2)c(=O)[nH]c1=O | 3 | 2 | -1 | 3 | -1 | 3 | 9 | 2 | 0.4 | 95 |
| 32 | O=C(CN1CCCCC1)c1ccccc1F | 19 | -4 | -3 | -48 | 3 | -5 | -4 | 2 | 0.4 | 96 |
| 33 | CCCN(CC#CCO)CCC | -2 | 7 | -3 | 1 | -6 | -5 | 4 | 1 | -1.2 | 101 |
| 34 | COC(=O)C1=C(c2ccc(OCc3ccccc3)cc2)C[C@@H]2CC[C@H]1N2C(=O)NCc1ccc2[nH]ccc2c1 | -5 | 16 | -5 | -10 | -7 | 2 | -1 | -3 | 0.3 | 97 |

From entry 1 as far as 13, copied from above:
| # | structure | H9c2 protect | MC4R antagonist | m5-HT2A agonist | NCOA2 inhibitor | ABHD5 PLIN5 PPI | TLR9-MyD88 inh | NOD2-RIPK2 inh | Glyco luc inh | MC4R barr agon | ABCB6 inh 2 |
| --- | --- | --- | --- | --- | --- | --- | --- | --- | --- | --- | --- |
| 1 | CCN(CC)Cc1c[nH]c2ccccc12 | 10 | 5 | -2 | 0 | 6 | 3 | -4 | -2 | -1.2 | 99 |
| 2 | CC(=O)OC1(c2ccccc2)CCN(C)C2CCCCC21 (stereo unspecified) | 0 | 6 | 5 | -6 | -5 | 0 | 9 | -1 | -2.0 | 101 |
| 3 | COC(=O)C1=C(c2ccc(F)cc2OCc2ccccc2)C[C@@H]2CC[C@H]1N2C(=O)NCc1ccc(OC)c(OC)c1 | 11 | 14 | -12 | 4 | -2 | -5 | -2 | -5 | 0.5 | 100 |
| 4 | C[C@]12CCC(=O)C=C1CCC1C2CC[C@@]2(C)C1CC[C@@]2(O)CC#N (stereo partly specified) | 12 | 2 | -4 | . | -6 | -6 | -1 | -2 | 1.5 | 102 |
| 5 | COc1ccc(CCN(C)Cc2ccc(F)cc2F)cc1OC | 6 | -4 | 11 | -26 | 0 | -3 | 0 | 3 | 0.0 | 97 |
| 6 | Cc1ccsc1C(=O)C1CCCN(Cc2ccc(O)cc2)C1 (stereo unspecified) | -4 | 9 | 1 | -24 | -1 | 9 | -12 | -1 | -1.9 | 100 |
| 7 | C=CCCC1(C(C)C)C(=O)NC(=S)NC1=O | 0 | 0 | 0 | 12 | -3 | 1 | 8 | 1 | -1.6 | 90 |
| 8 | ClCCN(CCCl)c1ccc(-n2cnc3c(Cl)ncnc32)cc1 | 8 | 27 | 2 | 9 | 2 | -3 | 3 | 7 | -3.5 | 98 |
| 9 | CNC(=S)N(C)CCc1cc2c(c(OC)c1C=C1C(=O)NC(=O)NC1=O)OCO2 | 1 | 6 | -1 | -7 | 22 | 12 | -10 | 1 | -0.2 | 98 |
| 10 | CCOC(=O)C1CCN(/C=C2/C(=O)NC(=O)N(c3ccc(OCC)cc3)C2=O)CC1 | 2 | 5 | -1 | -20 | 19 | 0 | 2 | 0 | -0.1 | 96 |
| 11 | Nc1c2c(nc3sc4c(c13)CCCCC4)CCCC2 | -15 | 16 | -7 | -85 | -1 | 1 | -7 | -2 | -1.4 | 103 |
| 12 | CCC1C(c2ccccc2)NC(c2ccccc2)CC1(O)c1ccc(F)cc1 (stereo unspecified) | -7 | 8 | -2 | 3 | -3 | -3 | 4 | -8 | 0.0 | 89 |
| 13 | COc1ccc([C@@H](O)[C@@H](N)c2ccccc2)cc1 | 2 | 1 | 0 | -54 | 1 | . | -6 | -1 | -1.2 | 97 |

Screening data from PubChem.

The list is partial; rates above refer to the full screens.
